GPR151 activ: human GPR151 activation; Q8TDV0; PathHunter beta-arrestin GPR151 cells, luminescence; activation, % at 11.2 µM; actives 1% (n = 650,000); AID 1508602; in the data active = activation above about 4.9%;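 also: 0% = median of compound wells and 100% = cells with positive control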
MITF inh: blocks human microphthalmia-associated transcription factor; O75030; AlphaScreen MITF homodimerization, bead proximity signal; inhibition, % at 2.6 µM; actives 0.91% (n = 650,000); AID 1259374; in the data active = inhibition above about 50%;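 also: 0% = vehicle wells with protein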
TEAD-YAP inh: TEAD-YAP interaction inhibition | HEK-TIYL cells, TEAD-Gal4/YAP UAS-luciferase luminescence | inhibition, % at 9.12 µM | actives 1.4% (n = 640,000) | AID 1259422; in the data active = inhibition above about 32%;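 also: 0% = median of test compound wells and 100% = reference inhibitor wells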
FBW7 activator: human FBW7 E3 ligase activation, primary screen; Q969H0; normalized activity (activation), % at 26.1 µM; AID 1259310; AlphaScreen FBW7–phospho-cyclin E peptide binding, activator screen; actives 0.13% (n = 650,000); in the data active = normalized activity above about 1.9%;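 also: purified mutant Fbw7 with reduced substrate affinity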
Target sequence (Q969H0 whole entry, looked up): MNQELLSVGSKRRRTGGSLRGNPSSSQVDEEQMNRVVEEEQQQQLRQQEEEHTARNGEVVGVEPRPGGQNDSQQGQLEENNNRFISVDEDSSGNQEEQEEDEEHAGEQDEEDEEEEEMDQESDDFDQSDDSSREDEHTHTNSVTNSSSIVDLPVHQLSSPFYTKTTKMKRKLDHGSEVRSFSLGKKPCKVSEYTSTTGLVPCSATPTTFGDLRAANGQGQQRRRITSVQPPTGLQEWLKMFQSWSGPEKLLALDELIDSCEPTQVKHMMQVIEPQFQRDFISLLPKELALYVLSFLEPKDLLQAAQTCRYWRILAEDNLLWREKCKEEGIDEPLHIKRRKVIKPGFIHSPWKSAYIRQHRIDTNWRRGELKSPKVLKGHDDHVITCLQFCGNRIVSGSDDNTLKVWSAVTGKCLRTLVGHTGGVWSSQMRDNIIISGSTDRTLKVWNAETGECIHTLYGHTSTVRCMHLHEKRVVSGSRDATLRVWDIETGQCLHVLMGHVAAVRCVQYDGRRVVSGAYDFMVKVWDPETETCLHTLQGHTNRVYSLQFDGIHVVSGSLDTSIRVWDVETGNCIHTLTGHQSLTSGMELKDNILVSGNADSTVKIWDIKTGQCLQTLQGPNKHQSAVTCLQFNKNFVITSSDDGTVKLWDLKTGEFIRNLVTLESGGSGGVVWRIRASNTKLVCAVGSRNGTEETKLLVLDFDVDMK
Active calls of the source: *.

No. | mol | GPR151 activ | MITF inh
1 | O=C(CCN1CCN(c2ccccc2)CC1)Nc1cccc(Cl)c1 | 3.2 | -7
2 | O=C1c2ccccc2NC(c2ccc(Cl)cc2)N1c1ccc(Cl)cc1 (stereo not drawn) | -1.2 | 10
3 | Cc1cc(C)cc(C(=O)Oc2coc(CSc3nccn3C)cc2=O)c1 | -0.8 | -2
4 | O=C(CSc1nnc2ccccn12)NCc1ccc2c(c1)OCO2 | 0.0 | -3
5 | Cc1ccc(-n2cc(-c3ccccc3)c3c(N4CCC(Cc5ccccc5)CC4)ncnc32)cc1Cl | -1.0 | -19
6 | O=C(NC(=S)Nc1cccnc1Cl)c1cccs1 | -3.7 | -2
7 | Cc1cc(OCC(=O)Nc2cccc(C(F)(F)F)c2)ccc1Cl | -0.9 | 2
8 | CCc1ccc(C2=CC(c3ccc(Cl)cc3)n3ncnc3N2)cc1 (stereo not drawn) | 0.7 | 2
9 | CCCCN(C)C(=O)Cn1nc(CC)n2c(cc3occc32)c1=O | -0.1 | 2
10 | O=C1OC2C=CC=CC2C=C1C(=O)N1CCSC1c1ccc2c3c(cccc13)CC2 (stereo not drawn) | 0.4 | -13
11 | Cc1ccc(CS(=O)(=O)CC2Nc3ccc(C(=O)N4CCN(c5cccc(C(F)(F)F)c5)CC4)cc3NC2=O)cc1 (stereo not drawn) | 0.4 | -1
12 | O=C(Nc1cc([N+](=O)[O-])ccc1F)c1cccc(F)c1 | 2.1 | 12
13 | COc1ccc(NC(=O)Cn2nc3n(C)c4ccccc4n3c(=O)c2=O)c(OC)c1 | -1.2 | 9
14 | C[C@H](NC(=O)c1ccccc1)C(=O)OCc1cc(=O)oc2ccc3ccccc3c12 | 0.8 | 1
15 | COc1cc(/C=C2/C(=N)N3N=C(C)SC3=NC2=O)cc(Br)c1OCCOc1c(C)cccc1C | -0.7 | -9

No. | TEAD-YAP inh | FBW7 activator
1 | 0 | -0.1
2 | -14 | 0.0
3 | -11 | -0.2
4 | -9 | 0.1
5 | 4 | 0.0
6 | -32 | -0.1
7 | -1 | 0.3
8 | -80 | 0.0
9 | 11 | 0.0
10 | -2 | -0.1
11 | 0 | -0.2
12 | 34* | -0.1
13 | 0 | 0.2
14 | -5 | -0.1
15 | 5 | 0.0

Next results.
No. | mol | GPR151 activ | MITF inh
16 | COc1ccc(NC(=O)CC(C)CC2=NS(=O)(=O)c3ccccc3N2)cc1Cl (stereo not drawn) | 0.5 | -3
17 | Cc1cc(NS(=O)(=O)c2ccc(NC(=O)c3ccc([N+](=O)[O-])s3)cc2)no1 | -1.1 | -12
18 | COc1cc(OC)cc(OCC(O)Cn2ccnc2C)c1 (stereo not drawn) | -0.9 | 1
19 | Cc1c(NC(=O)CC#N)c(=O)n(-c2ccccc2)n1C | 1.1 | -8
20 | Cc1cccc(-n2nc3c(c2NC(=O)c2ccc(Cl)c([N+](=O)[O-])c2)CSC3)c1C | -0.8 | -5
21 | O=C1c2ccccc2NC(c2ccc(F)cc2)N1c1ccc(Br)cc1 (stereo not drawn) | -1.0 | 1
22 | COc1cc(CO)c(Br)cc1OCc1ccc(F)cc1 | 4.7 | 4
23 | CCOc1ccc(CCNC(=O)c2cccnc2NCc2ccccc2)cc1OCC | -0.1 | -4
24 | CS(=O)(=O)N(Cc1ccccc1)c1ccccc1C(=O)NCc1cccnc1 | 0.0 | 5
25 | CC(C)(C)C(=O)N1CCC(C(=O)c2ccc(F)cc2)CC1 | -0.5 | 11
26 | COc1cc(/C=C/C(=O)Nc2ccccc2NC(=O)c2ccccc2C)cc(OC)c1OC | 0.3 | 15
27 | Cc1cc(OC(=O)c2cccc(F)c2)c([N+](=O)[O-])c(=O)[nH]1 | 0.0 | 1
28 | COc1ccc(C(CC(=O)O)NC(=O)c2ccc(Cl)cc2)cc1 (stereo not drawn) | -1.7 | 2
29 | O=C(/C=C/c1cn(-c2ccccc2)nc1-c1ccc(F)cc1)OCC(=O)N1CCCC1=O | 2.7 | 2
30 | O=C(CCc1nc2cccnc2n1Cc1cccs1)Nc1ccc(Cl)cn1 | 0.5 | 5

No. | TEAD-YAP inh | FBW7 activator
16 | -8 | -0.1
17 | 3 | 0.1
18 | -3 | 0.2
19 | 12 | 0.0
20 | 0 | -0.2
21 | -86 | 0.0
22 | -32 | 0.0
23 | -6 | 0.0
24 | -6 | 0.2
25 | 11 | -0.1
26 | 2 | 0.2
27 | -2 | -0.2
28 | 11 | 0.7
29 | 5 | -0.2
30 | -3 | -0.1

Compounds shown so far with an aryl thioether with sulfur outside any ring (2):
No. | mol | GPR151 activ | MITF inh
3 | Cc1cc(C)cc(C(=O)Oc2coc(CSc3nccn3C)cc2=O)c1 | -0.8 | -2
4 | O=C(CSc1nnc2ccccn12)NCc1ccc2c(c1)OCO2 | 0.0 | -3

No. | TEAD-YAP inh | FBW7 activator
3 | -11 | -0.2
4 | -9 | 0.1

Next section:
No. | mol | GPR151 activ | MITF inh
31 | CCOc1ccc(N=C2NC(=O)CS2)cc1 | 0.0 | 5
32 | CCOC(=O)C1=CN(C)C=C(C(=O)OCC)C1c1ccc(O)cc1 | 2.6 | -5
33 | CCN1C(=O)C(O)(CC(=O)c2ccc(N(C)C)cc2)c2ccccc21 (stereo not drawn) | 1.5 | 4
34 | Nn1c(CCn2c3ccccc3c3ccccc32)n[nH]c1=S | 1.7 | 16
35 | CC(=O)c1cccc(CN2CCCC(C(=O)Nc3cccc(-n4cccn4)c3)C2)c1 (stereo not drawn) | 0.5 | -6
36 | Cc1c2cnn(CC(=O)O)c(=O)c2c(C)n1Cc1cccc(Cl)c1 | 0.9 | -7
37 | O=C(Nc1ccccc1C(=O)N1CCOCC1)c1cccc(S(=O)(=O)N2CCCCC2)c1 | -1.5 | 2
38 | CCc1nc2sccn2c(=O)c1C(=O)N1CC(C)CC(C)C1 (stereo not drawn) | 1.5 | 9
39 | O=C(CCl)N(Cc1ccccc1)C1CCS(=O)(=O)C1 (stereo not drawn) | -0.2 | 3
40 | Cc1ccc(C)c(N2C(=O)C3C4C=CC(C4=C4CCCC4)C3C2=O)c1 (stereo not drawn) | -0.4 | -4
41 | CCC(C)NC(=O)c1cnn2c(C(F)(F)F)cc(-c3ccc(OC)cc3)nc12 (stereo not drawn) | -0.3 | 23
42 | CCOC(=O)c1c(NC(=O)CSc2nnc(CNC(=O)c3cccs3)n2-c2ccc([N+](=O)[O-])cc2)sc2c1CCC2 | -0.5 | -12
43 | COC(=O)c1cc(-c2ccc(N(C)C)cc2)no1 | -1.3 | 3
44 | Cc1ccc2c(c1)C(=O)c1cnc(C)cc1-2 | -2.8 | 11
45 | CSc1ccc(-c2nc(CSCC(=O)NCCCN3CCCC3)c(C)o2)cc1 | 0.3 | 12

No. | TEAD-YAP inh | FBW7 activator
31 | 5 | 0.3
32 | 4 | -0.2
33 | 5 | 0.1
34 | -1 | 0.0
35 | 7 | 0.1
36 | 1 | 0.0
37 | 9 | -0.1
38 | 7 | -0.2
39 | 56* | 0.0
40 | 4 | -0.1
41 | -13 | 0.3
42 | -24 | 0.0
43 | -45 | 0.1
44 | 0 | 0.1
45 | 11 | -0.3

Entries from the list above containing bromine, in the order listed:
No. | mol | GPR151 activ | MITF inh
15 | COc1cc(/C=C2/C(=N)N3N=C(C)SC3=NC2=O)cc(Br)c1OCCOc1c(C)cccc1C | -0.7 | -9
21 | O=C1c2ccccc2NC(c2ccc(F)cc2)N1c1ccc(Br)cc1 (stereo not drawn) | -1.0 | 1
22 | COc1cc(CO)c(Br)cc1OCc1ccc(F)cc1 | 4.7 | 4

No. | TEAD-YAP inh | FBW7 activator
15 | 5 | 0.0
21 | -86 | 0.0
22 | -32 | 0.0

(more compounds)
No. | mol | GPR151 activ | MITF inh
46 | O=C(CSc1nnnn1-c1ccccc1)Nc1ccccn1 | -0.4 | -3
47 | CC(C)NC(=O)C1=CC(c2cccs2)=NS(=O)(=O)N1C | -0.3 | 9
48 | COc1ccc(-c2c(C(F)(F)F)oc3cc(OCc4ccc(F)cc4)ccc3c2=O)cc1OC | 1.5 | -1
49 | COc1cc([N+](=O)[O-])cc2cc(C(=O)NC(C)c3ccccc3)c(=O)oc12 (stereo not drawn) | 0.0 | 7
50 | O=C(NC(c1ccccc1)c1ccccn1)C1CCN(C(=O)c2cccs2)CC1 (stereo not drawn) | -0.6 | 5
51 | Cc1ccc(-c2cc(C(F)(F)C(F)F)[nH]n2)cc1 | 2.7 | -2
52 | CS(=O)(=O)Nc1cccc(C(=O)OCc2ccc(C#N)cc2)c1 | 0.7 | 15
53 | COc1ccc(C2(C(=O)N3CCC[C@@H](Cn4nc(-c5cccs5)ccc4=O)C3)CC2)cc1 | -0.1 | -17
54 | CCOC(=O)C1CCN(C(=O)COc2ccccc2)CC1 | 0.0 | 7
55 | Cn1c(=O)[nH]c(=O)c2c1nc(N1CCCCCC1)n2CCc1ccccc1 | 0.3 | 10
56 | CCOC(=O)N1CCC(c2nc(C)sc2C(=O)O)CC1 | -2.1 | 6
57 | Cc1ccc(NCc2nnc(SCC(N)=O)n2CCc2ccccc2)cc1 | 0.3 | -3
58 | CC1(C)C2CCC1(C)C(Nc1ccc(N)c([N+](=O)[O-])c1)(S(=O)(=O)O)C2[n+]1ccccc1 (stereo not drawn) | 5.6* | 4
59 | COc1cc(OC)cc(C(=O)Nc2nc(-c3ccc(OC)cc3OC)cs2)c1 | 0.7 | -1
60 | COc1ccc(Cc2nn3c(-c4ccc(C)cc4)nnc3s2)cc1 | 6.4* | 12

No. | TEAD-YAP inh | FBW7 activator
46 | -3 | 0.0
47 | -2 | 0.1
48 | -5 | 0.1
49 | 5 | 1.1
50 | 7 | 0.3
51 | -58 | -0.1
52 | -3 | 0.0
53 | 6 | 0.1
54 | 3 | 0.0
55 | 3 | -0.1
56 | 9 | 0.2
57 | 2 | -0.1
58 | 0 | -0.1
59 | -7 | -0.1
60 | 8 | 0.1

Next part
No. | mol | GPR151 activ | MITF inh
61 | COCCNC(=O)CCCn1c(=S)[nH]c2ccc(Br)cc2c1=O | 0.8 | -5
62 | CC(C)C1CCC(Nc2ncc(-c3cccc(O)c3)n3ccnc23)CC1 (stereo not drawn) | 0.6 | -18
63 | CC1(C2CC3C=CC2C3)OC(=O)N2CCNC21C (stereo not drawn) | -0.7 | 3
64 | Cc1cc(N2CCN(C)CC2)ccc1NS(=O)(=O)c1ccc(F)c(F)c1F | -1.2 | -10
65 | Cc1nnc(NC(=O)CSc2nc3ccccc3s2)s1 | 0.2 | 9
66 | CCOCCCNC(=O)c1ccc2c(=O)n(CCOC)c(=S)[nH]c2c1 | -1.5 | 7
67 | O=C(O)CCNS(=O)(=O)c1cccs1 | 0.6 | -17
68 | CNC(=O)c1ccsc1NC(=O)Cc1ccccc1Cl | 0.6 | -4
69 | O=C(Nc1ccc2c(c1)OCCO2)NC12CC3CC(CC(C3)C1)C2 | -1.1 | 6
70 | Cc1nn(C(C)C(=O)NCc2ccccc2Br)c(=O)c2cc3occc3n12 (stereo not drawn) | -0.2 | 11
71 | Cc1ccc(C2=NN(S(=O)(=O)c3ccccc3)C(c3ccco3)C2)cc1 (stereo not drawn) | -0.2 | -4
72 | CCCc1cc(=O)[nH]c(Nc2ccc(N(C)C)cc2)n1 | -0.2 | 24
73 | Cc1ncsc1CCCNC1CCN(c2ccc(NC(=O)C3CCCC3)cc2)CC1 | 0.5 | -7
74 | CC(=O)c1ccc(N/C(=N/S(=O)(=O)c2ccc(C)cc2)c2ccc(F)cc2)cc1 | 0.4 | 2
75 | CCC(Oc1ccccc1)c1nnc(NC(=O)Cc2ccccc2)s1 (stereo not drawn) | 28* | 17

No. | TEAD-YAP inh | FBW7 activator
61 | -5 | -0.1
62 | 3 | -0.1
63 | 0 | 0.0
64 | -4 | 0.1
65 | 3 | 0.0
66 | 17 | 0.5
67 | -6 | -0.1
68 | 5 | 0.0
69 | -54 | -0.1
70 | 2 | 0.3
71 | 8 | 0.0
72 | -29 | 0.0
73 | -5 | -0.2
74 | -4 | 0.0
75 | 4 | 0.4

(cont.)
No. | mol | GPR151 activ | MITF inh
76 | CC(=O)NS(=O)(=O)c1ccc(NC(=S)NC(=O)c2ccc(C(C)C)cc2)cc1 | 1.7 | -2
77 | COC(=O)CSc1nc(N)nc(C)c1Br | 3.1 | 8
78 | Cc1cccc(NC(=O)c2cc(-c3ccccc3)nc3ccc(C)cc23)c1 | 0.2 | 9
79 | Cc1cc(Cl)ccc1OCC(=O)Nc1sc2c(c1C(N)=O)CCCC2 | -0.2 | -4
80 | CC1CN(S(=O)(=O)c2ccc3oc(=O)ccc3c2)CC(C)O1 (stereo not drawn) | 0.4 | 13
81 | COc1ccc(-n2c(-c3ccc(OC)c(OC)c3)n[nH]c2=S)cc1 | 0.1 | -6
82 | O=C(Nc1cccc(Br)c1)C1CCCN(S(=O)(=O)c2ccc(F)cc2)C1 (stereo not drawn) | -0.5 | 10
83 | CC1=C(C(=O)N=N)N(O)c2ccccc2N1O | 3.1 | 17
84 | Cc1ccc2c(c1)C(=Cc1nc3ccccc3c(=O)n1Cc1ccccc1)C(=O)N2C | -1.5 | -4

No. | TEAD-YAP inh | FBW7 activator
76 | -1 | 0.0
77 | -6 | -0.1
78 | 13 | 0.1
79 | -10 | -0.1
80 | -4 | 0.1
81 | 5 | 0.0
82 | 6 | 0.2
83 | 0 | 0.3
84 | -1 | 0.1

Screening data deposited in PubChem BioAssay by The Scripps Research Institute Molecular Screening Center.

Rows were taken by chance, and some 3.4% of all compounds hit somewhere here.
